# NPY-Y1 PAM-ag: potentiates or activates human NPY-Y1 receptor. P25929. NPY-Y1 expressing cells, potentiator/agonist activation. activation, % at 3.6 µM. hit rate 0.37% among 220,000. AID 1304; in the data active = activation above about 33%, passing the limit was not always enough;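 also: cells stimulated with NPY at EC10 then isoproterenol at EC100; 0% = low agonist plus stimulus and 100% = saturating agonist plus stimulus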
# Target sequence (P25929 whole entry, looked up): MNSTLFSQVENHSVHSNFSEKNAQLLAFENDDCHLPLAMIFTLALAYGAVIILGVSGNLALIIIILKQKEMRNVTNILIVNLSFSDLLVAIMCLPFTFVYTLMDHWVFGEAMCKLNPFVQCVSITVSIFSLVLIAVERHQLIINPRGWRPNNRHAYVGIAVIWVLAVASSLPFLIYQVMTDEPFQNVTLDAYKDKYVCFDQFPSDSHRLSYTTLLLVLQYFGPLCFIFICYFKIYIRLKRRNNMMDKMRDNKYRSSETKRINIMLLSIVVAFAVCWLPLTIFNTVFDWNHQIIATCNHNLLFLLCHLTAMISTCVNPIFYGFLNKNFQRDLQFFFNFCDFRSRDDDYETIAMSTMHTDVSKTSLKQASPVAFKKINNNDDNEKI
# CHOP inhibitor: inhibitors of CHOP induction in ER stress response. hit rate 3.8% among 220,000. inhibition, % at 10 µM. AID 2732. CHO-K1 CHOP-promoter luciferase, tunicamycin-induced, 15-18 h;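 active = compounds that reduced the stress-induced luciferase reporter signal by more than about 70% of percent inhibition, limit read from the data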;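 also: 0% = tunicamycin plus vehicle and 100% = wells without tunicamycin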
# EP2 modulator: EP2 receptor (human) modulation. EP2-expressing cells, cAMP HTRF FRET, PGE2 co-stimulation. AID 940. induction, % at 25 µM. P43116. hit rate 0.83% among 260,000;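 active = compounds whose cAMP rise, as percent of the full-agonist control response, exceeds 60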;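 also: rat C6 glioma line stably carrying human EP2 under a CMV promoter; the protocol text gives 20 µM as final concentration; 100% = response of wells given 1 µM PGE2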
# Target sequence (P43116 whole entry, looked up): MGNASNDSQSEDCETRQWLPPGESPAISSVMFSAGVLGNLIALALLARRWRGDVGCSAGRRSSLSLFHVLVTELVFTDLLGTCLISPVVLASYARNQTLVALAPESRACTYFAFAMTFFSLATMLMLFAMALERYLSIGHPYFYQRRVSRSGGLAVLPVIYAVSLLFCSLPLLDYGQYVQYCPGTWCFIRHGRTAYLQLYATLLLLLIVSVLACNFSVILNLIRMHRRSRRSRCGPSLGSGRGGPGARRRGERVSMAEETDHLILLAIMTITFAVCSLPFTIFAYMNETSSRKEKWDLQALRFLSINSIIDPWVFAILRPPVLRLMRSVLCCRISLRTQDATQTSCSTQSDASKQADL
# PPC-1+TRAIL kill: PPC-1 cancer cell killing with TRAIL present | PPC-1 cells + TRAIL, ATPLite viability luminescence | cell killing (% activity), % at 4 µM | hit rate 0.41% among 220,000 | AID 1443;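 active = cell killing above 50% in the first pass at 4 µM, then a duplicate retest at 5 µM averaging 50% or more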;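 also: plate controls were cells with TRAIL plus DMSO for no effect and medium-only wells lacking cells for full effect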
# NPY Y1 blocker: antagonists of human neuropeptide Y receptor Y1; inhibition, % at 3.6 µM; hit rate 1% among 200,000; HEK293-CNG Y1 cells, membrane potential fluorescence; NPY at EC95, then isoproterenol; AID 1040; P25929;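 active = inhibition above the campaign mean inhibition of all tested compounds plus 3 SD, cut at about 20% in these data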;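 also: 0% = DMSO wells given NPY plus isoproterenol and 100% = isoproterenol alone without NPY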
#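 System: HEK293 cells with Y1 receptor plus CNG channel / Probe or stimulus: NPY 25 nM then isoproterenol 1 µM plus Ro 20-1724 25 µM / Compound: one concentration, 3.6 µM, in 0.4% DMSO / Schedule: compound incubation 1 h at room temperature, readout 45 min post-stimulation / Measured by: membrane potential fluorescence / Read-out: % inhibition of NPY effect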
# TRPN1 ag: activates the zebrafish TRPN1 channel; HEK293 zebrafish TRPN1-YFP, Fluo-8 calcium fluorescence; 100% = response to 87 µM carbachol; activation, % at 3 µM; hit rate 0.18% among 220,000;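 active = activation above its plate's cutoff, the mean activation of test wells on that plate plus 3 SD, cut at about 19% in these data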;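 also: 0% = DMSO alone and 100% = 87 µM carbachol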
#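 System: zebrafish TRPN1-YFP in HEK293 cells / Dosing: 3 µM single point / Timing: dye loading 1 h at 37 °C, then 30 min room temperature / Signal: Fluo-8 calcium fluorescence, excitation 470-495 nm, emission 515-575 nm / Read-out basis: percent activation from peak over basal fluorescence ratio, control-normalized / Control set: high carbachol 87 µM, low DMSO alone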
# EP2 antag: inhibitors of human EP2 prostaglandin E2 receptor; C6 glioma cells expressing human EP2, cAMP TR-FRET; cells stimulated with saturating PGE2; inhibition, % at 25 µM; hit rate 0.52% among 260,000; AID 1422;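 active = percent inhibition above 40 after rounding to a whole number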;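 also: rat C6 glioma host cells with rolipram phosphodiesterase inhibitor present; the protocol text gives 20 µM as final concentration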
# TRPML3 ag: agonists of human TRPML3 channel; HEK293 TRPML3-YFP, Fluo-8 calcium fluorescence; 100% = the carbachol control signal; activation, % at 3 µM; hit rate 0.29% among 220,000; AID 1448;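 active = activation above its plate's cutoff, the mean activation of the plate's test wells plus 3 SD, cut at about 12% in these data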;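 also: 0% = DMSO only wells and 100% = carbachol wells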
#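 Test system – HEK293 line with stable expression of human TRPML3-YFP channel · Control set – carbachol 87 µM final as high control (100%), DMSO as low control (0%) · Signal – Fluo-8 calcium dye fluorescence, ex 470-495, em 515-575 nm · Incubation – 1-h 37 °C dye load, 5-s basal, 120-s post-compound reads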
# 14-3-3 Bad inh: disrupts binding of bovine 14-3-3 zeta to phospho-Bad peptide. hit rate 0.71% among 220,000. AID 781. inhibition, % at 21.7 µM. TR-FRET 14-3-3zeta/Dy647-pBad peptide displacement, 1 h;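 active = inhibition above about 70%, limit read from the data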;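 also: 0% = full 14-3-3 plus peptide FRET controls and 100% = background without 14-3-3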
# Target sequence (P63103 whole entry, looked up): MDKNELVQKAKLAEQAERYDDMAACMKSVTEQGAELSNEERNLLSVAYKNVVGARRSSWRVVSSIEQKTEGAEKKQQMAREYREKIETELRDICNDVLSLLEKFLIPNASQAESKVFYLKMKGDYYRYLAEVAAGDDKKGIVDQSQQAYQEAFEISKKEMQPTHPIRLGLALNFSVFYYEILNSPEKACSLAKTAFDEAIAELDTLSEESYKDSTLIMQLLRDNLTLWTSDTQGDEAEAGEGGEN
# Numbers without * were called inactive; / = no result given; [ ] = remark or other dose. Not all compounds are listed (hit frequency here may not be typical).
SMILES,NPY-Y1 PAM-ag,CHOP inhibitor,EP2 modulator,PPC-1+TRAIL kill,NPY Y1 blocker,TRPN1 ag,EP2 antag,TRPML3 ag,14-3-3 Bad inh
O=C1NC2(CCCCC2)C(=O)N1CCN1C(=O)c2ccccc2C1=O,16,13,8,6,9,0.5,16,0.7,-3
COc1cc2c(cc1NS(=O)(=O)N1CCCCC1)oc1ccccc12,15,66,-7,16,1,-0.5,8,0.7,-11
Cc1cc(C(=O)CSc2nnc(-c3cccnc3)n2-c2ccccc2F)c(C)n1CC1CCCO1 (configuration not stated),-4,28,0,4,4,0.5,5,0.8,-24
COCCSc1ccccc1C(=O)Nc1ccncc1,-10,12,-12,-2,7,0.4,11,0.7,-6
Cc1cc2c(c(=O)n1CCc1ccccc1)C(C(C)C)C(C#N)=C(N)O2 (configuration not stated),5,36,-4,12,3,2.2,15,0.5,0
Cc1cccc(-c2nnc3n2N=C(c2ccccc2)CS3)c1,-16,-10,63*,-11,9,-1.4,5,-0.5,2
COc1ccc(S(=O)(=O)N2CCc3ccccc32)cc1C(=O)NCCc1ccccn1,6,16,-13,17,4,-0.7,9,3.5,-11
CC(=O)Nc1ccc(NC2=C(Cl)C(=O)c3ccccc3C2=O)cc1,2,104*,-56,16,7,-2.8,14,-0.4,0
CCOC(=O)c1cnn(-c2ccccc2)c1-n1cccc1C(=O)C(=O)Nc1ccc(F)cc1,-13,16,27,-10,3,-1.8,8,-0.4,-4
COc1ccc(C(=O)NN2C(=O)C3CCC(C)(C2=O)C3(C)C)cc1 (configuration not stated),1,10,0,1,-2,0.8,6,1.1,4[fluorescence artefact?]
CCn1c(CCc2nc3ccccc3[nH]2)n[nH]c1=S,-1,15,24,16,6,0.7,8,0.4,-19
CCOCC(=O)Nc1cc(-c2cn3cccnc3n2)ccc1C,8,-18,8,17,2,1.0,7,0.9,-4
O=C(O)Cc1csc(NC(=O)CSc2cccc(C(=O)O)n2)n1,10,13,8,-7,/,0.2,3,0.8,-3
Cc1cc(C(=O)CSc2n[nH]c(N)n2)c(C)n1-c1ccc(F)cc1,-11,7,-40,25,7,0.8,6,-0.2,-4
C(=C\c1ccc2ccccc2n1)/c1ccccc1,0,71*,16,44,/,-1.2,5,-0.5,7
Cc1noc(/C=C/N(C)C)c1S(=O)(=O)N1CCN(c2ccccc2)CC1,10,40,-59,11,-3,1.3,16,1.1,-7[fluorescence artefact?]
S=c1nc(-c2ccccc2)[nH]c2ccc(Br)cc12,-20,-14,-2,8,/,2.1,15,0.5,1
Cc1ccccc1N=C1NC(=O)/C(=C/c2cccn2C)S1,2,39,12,22,/,1.9,9,1.4,-4
COc1cc2ncnc(NCc3ccccc3)c2cc1OC,-14,27,17,17,-3,0.8,15,0.2,4
CCn1c(-c2cc(-c3ccc(OC(C)C)cc3)nc3ccccc23)n[nH]c1=S,-22,-9,23,41[5 µM],4,-0.9,3,-0.4,6[fluorescence artefact?]
Nc1ncc2c(n1)-c1cc(Cl)ccc1SC2,-8,10,-17,-11,2,-1.6,9,-0.6,-16
Cc1nnc(SCC(=O)Nc2ccc3c(c2)OCO3)n(N)c1=O,3,6,15,4,-2,0.3,2,1.6,-6
Cc1cccc(Cn2c(C(C)O)nc3ccccc32)c1 (configuration not stated),1,28,21,2,1,-0.4,4,-0.5,-1
CCC(=O)N1CCc2cc(S(=O)(=O)NCCC(=O)N3CCN(Cc4ccccc4)CC3)ccc21,-10,-15,-6,-24,2,1.0,9,1.0,-18[fluorescence artefact?]
C=C(C)C(=O)Nc1cccc(C2=NOC3(C2)C[C@H](C(N)=O)N(C(=O)COc2ccc(Cl)cc2)C3)c1 (some centres not stated),/,-5,7,-3,/,/,17,/,30

# Next section
SMILES,NPY-Y1 PAM-ag,CHOP inhibitor,EP2 modulator,PPC-1+TRAIL kill,NPY Y1 blocker,TRPN1 ag,EP2 antag,TRPML3 ag,14-3-3 Bad inh
COc1cc(/C=C\C(=O)NCc2ccc3c(c2)cc(C)n3C)cc(OC)c1OC,-21,13,-67,12,10,0.0,18,0.2,2
Cc1cccc(CN2CCSc3sccc3C2=O)c1,-7,18,21,9,-3,-1.9,3,-0.2,1
CCCCOc1cccc(OCC(=O)Nc2nc3ccccc3[nH]2)c1,-19,42,-77,-16,3,-1.4,4,-0.6,11
CCCc1cc(=O)n2[nH]c(-c3ccc(Br)cc3)cc2n1,19,40,8,13,-18,-0.9,10,-0.5,1[fluorescence artefact?]
O=C(CN1CCN(S(=O)(=O)c2ccccc2)CC1)Nc1cccc(C(F)(F)F)c1,-2,79*,8,-8,2,0.4,11,0.6,11
Cc1ccccc1OC(=O)n1c(=S)oc2cc(Cl)ccc21,-5,0,25,16,1,1.5,9,1.3,11[fluorescence artefact?]
COc1ccc(CN2CCN(S(=O)(=O)c3ccccc3)CC2)c(OC)c1,-7,8,-17,18,0,0.4,-2,0.1,55
O=C(Nc1cc(=O)c2ccccc2o1)N1CCOCC1,2,34,23,-38,1,1.7,28,0.2,-17
Cc1nc(NCc2ccco2)c2c3c(sc2n1)CCC3,0,/,6,22,10,-1.7,12,-0.5,-1
CCOC(=O)C1CCCN(S(=O)(=O)c2ccc(OC)c3ccccc23)C1 (configuration not stated),-32,62,24,33,1,-0.3,5,2.3,-1
O=C(CCl)NCCCCCCCCCNC(=O)CCl,14,-8,15,36,2,2.7,5,1.3,-14
CCCCn1c(=O)[nH]c(=O)c2c1nc(-c1ccc(-c3ccccc3Br)o1)n2CC,11,-32,40,10,1,0.9,21,-0.1,14
O=C(COC(=O)C1CCN(S(=O)(=O)c2cc([N+](=O)[O-])ccc2Cl)CC1)Nc1ncc(Cl)cc1Cl,21,18,-22,12,-1,0.9,11,-0.1,20[fluorescence artefact?]
Cc1c(=O)n(OCc2ccc(Cl)cc2)c2ccccc2[n+]1[O-],3,26,-19,-3,3,-2.1,6,0.2,-1
Nn1cnnc1SC1CCCCC1NS(=O)(=O)c1ccccc1 (configuration not stated),0,24,6,20,0,1.1,12,0.7,-3
Cc1ccc(NC(=S)NNC(=O)c2c([N+](=O)[O-])c(C)nn2C)cc1,-10,2,25,4,0,0.7,3,1.3,-6[fluorescence artefact?]
Cc1sccc1/C=N/NC(=O)c1cccc2ccccc12,-16,0,-39,6,6,-1.3,5,-0.8,-1
CCCN1C2=NCCN2c2cc(C)c(C)cc21,-19,7,7,0,13,1.2,17,1.1,-5
Brc1ccc(OCc2nnc(SCC3CCCCC3)o2)cc1,-1,30,16,-22,6,0.7,5,1.2,-2
O=C(/C=C/c1ccc(Cl)cc1Cl)NCCSc1ccccc1,-6,26,-64,13,3,-0.8,12,0.2,2
COc1ccccc1N1CCN(C(=O)c2cc(-c3ccc(Cl)cc3)on2)CC1,13,55,-40,4,2,-0.6,8,-0.6,3
COCCCNC(=S)Nc1cccc(S(=O)(=O)NC2=NCCC2)c1,1,2,14,13,2,0.4,5,-0.7,1
CCCC1=Nc2cc(C(=O)NCc3ccco3)ccc2Sc2ccccc21,2,21,11,6,-1,-1.8,3,0.0,-5
N#C/C(=C\c1cccc([N+](=O)[O-])c1)C(=O)NCc1ccc(Cl)cc1,16,92*,-85,7,-6,0.3,32,-0.7,-22
COc1ccc(NC(=O)c2cc3c(=O)n(C)c4ccccc4c3n2C)cc1OC,5,50,-11,33,2,1.3,14,0.7,8

# Following part:
SMILES,NPY-Y1 PAM-ag,CHOP inhibitor,EP2 modulator,PPC-1+TRAIL kill,NPY Y1 blocker,TRPN1 ag,EP2 antag,TRPML3 ag,14-3-3 Bad inh
COc1ccc(OC)c(NC=C2C(=O)OC3(CCCCC3)OC2=O)c1,-22,16,-16,19,4,0.2,7,0.2,-9
COc1ccc2cc(C)c3nnc(SCc4cccnc4)n3c2c1,-4,-14,-19,12,5,-0.3,4,-1.8,1
CCC(O)c1cc2c(cc1NC(=O)c1cccs1)OCCO2 (configuration not stated),5,12,2,14,-1,0.2,9,0.1,4[fluorescence artefact?]
CCOC(=O)C1=NNC2(c3ccccc3)C(=O)N(c3cccc(Br)c3)C(=O)C12 (configuration not stated),-1,21,57,1,-3,-0.6,14,-0.1,-19
CC(C)C1C(=O)NC(=S)N1S(=O)(=O)c1ccc(C(C)(C)C)cc1 (configuration not stated),4,42,42,18,3,-0.6,13,-0.5,-8
CC/C(O)=C(/C#N)c1nnc2n1CCCCC2,2,-7,-1,7,0,-0.2,/,1.0,8
COc1ccc(-c2cc(C(F)(F)F)nc(S(=O)(=O)CCCC(=O)Nc3cccc(O)c3)n2)cc1OC,-10,-125,0,6,17,0.7,10,0.5,-4
CN(C)CCSc1nc(-c2ccccc2)nc2c1CCCC2,-76,-3,4,10,/,1.1,5,1.2,-17
COc1ccc(C(=O)Nc2nc3ccccc3s2)cc1OC,12,15,-79,/,6,2.9,35,1.1,-6
Cc1cccc(N2CCN(C(=O)c3csc4ccccc34)CC2C)c1 (configuration not stated),5,32,-19,4,3,-0.4,5,-0.8,-16
CC(=O)Nc1ccc(S(=O)(=O)Nc2cccc(-c3ccc4nncn4n3)c2)cc1,-3,26,6,13,-3,1.5,3,1.1,-11
Cc1nc2cc(-c3ccccc3)nn2c(C)c1CCC(=O)N1CCN(c2ccccc2)CC1,-4,58,-21,41,4,-0.7,10,1.0,-9
Cc1ccc(CN2CCc3c(OCC(=O)Nc4cc(C)ccc4C)cccc3C2=O)cc1,-10,28,15,-8,-5,-1.3,3,1.1,1
CCOCCCNC(=O)C1CCC(CNS(=O)(=O)c2cccc3nsnc23)CC1 (configuration not stated),3,-1,14,27,-2,-0.2,7,0.9,-7
O=C(c1ccco1)N1CCN(c2c([N+](=O)[O-])nn(-c3cccc(Cl)c3)[n+]2[O-])CC1,-4,-12,-9,-11,0,3.6,3,1.6,-6
OC(CNCc1ccccn1)c1ccccc1 (configuration not stated),-6,-5,5,16,2,0.8,5,-0.1,17
CN1CCN(CC(=O)NN(Cc2ccccc2)c2ccccc2)CC1,-4,-9,23,9,/,-0.4,9,-0.7,25
Cn1cc(/C=C/C(=O)c2ccccc2)c2ccccc21,11,30,7,35,/,3.2,6,0.3,91*
CN1CCN(C(=O)c2cc3sc4ccccc4c3s2)CC1,-9,-21,-23,4,/,0.4,1,1.1,7
O=c1c2sccc2n(Cc2ccc(F)cc2)c(=O)n1-c1ccc(F)cc1,12,23,-2,-2,0,-0.8,9,0.3,-1
O=S(=O)(Nc1nc(SCc2ccc(Cl)cc2)n[nH]1)c1ccccc1,5,25,25,3,/,-0.9,5,-1.1,6
CCN1CCN(S(=O)(=O)c2ccc3c(c2)OCCO3)CC1,13,-20,16,-18,-1,0.3,13,0.7,6[fluorescence artefact?]

# Screens as filed in PubChem BioAssay.
